# From PubChem BioAssay
# mcGAS lum – mouse cGAS inhibition by luminescence. AID 1259399. 160,000 compounds, 0.15% hits. inhibition, % at 12.5 µM. Q8C6L5. recombinant cGAS, Kinase-Glo ATP depletion luminescence;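 note: 0% = negative control wells and 100% = reference inhibitor with no enzyme activity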
# hcGAS lum – inhibitors of human cGAS; recombinant h-cGAS, ATP depletion, Kinase-Glo luminescence; inhibition, % at 12.5 µM; 290,000 compounds, 0.081% hits; AID 1259398;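 note: 0% = vehicle reaction and 100% = reaction without DNA for no activity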
# Target sequence (Q8N884 whole entry, looked up): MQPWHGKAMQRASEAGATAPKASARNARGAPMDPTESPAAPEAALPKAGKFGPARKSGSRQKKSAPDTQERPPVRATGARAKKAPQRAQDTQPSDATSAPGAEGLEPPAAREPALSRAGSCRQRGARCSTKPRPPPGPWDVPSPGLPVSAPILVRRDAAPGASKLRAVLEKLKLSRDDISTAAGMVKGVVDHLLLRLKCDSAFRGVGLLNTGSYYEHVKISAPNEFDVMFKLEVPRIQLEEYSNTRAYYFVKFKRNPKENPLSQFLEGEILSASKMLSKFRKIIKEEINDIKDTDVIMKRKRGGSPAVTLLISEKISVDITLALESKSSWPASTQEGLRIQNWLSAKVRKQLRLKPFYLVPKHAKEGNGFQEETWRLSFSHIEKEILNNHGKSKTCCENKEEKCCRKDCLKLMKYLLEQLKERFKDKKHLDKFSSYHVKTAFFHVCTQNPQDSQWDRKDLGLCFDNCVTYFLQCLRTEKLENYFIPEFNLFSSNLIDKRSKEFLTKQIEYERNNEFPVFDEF
# NPYLR7 agonist – mosquito NPYLR7 agonism; HEK293T NPYLR7/Galpha15, GCaMP6s calcium fluorescence; activation, % at 10 µM; 270,000 compounds, 0.15% hits; in the data active = activation above about 40%;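 note: 0% = vehicle and 100% = reference agonist at the receptor; some compounds past the cut are filed as inactive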
# Numbers without * were called inactive; . = not tested or not shown; & = joins results of further samples. Cut-off read from the data, not from the text of the source, unless noted: active = inhibition above about 40%; inactive = the rest.
SMILES | mcGAS lum | hcGAS lum | NPYLR7 agonist
Cc1noc(Cl)c1CC(=O)NCc1ccc(Br)cc1 | . | -4 | 1
Cc1cccc(CN(Cc2ccco2)CC(O)C(C)C)c1 (centres undefined) | 0 | -2 | 0
CCOC(=O)C1CCN(C(=O)c2cccc(CSc3nc(Cl)cc(N(C)CCc4ccc(OC)c(OC)c4)n3)c2)CC1 | -3 | -1 | 0
Cc1cc(C(=O)NCCn2ncc3c(N4CCCCCC4)ncnc32)no1 | -6 | -7 | 2
OCCCn1cnc(-c2ccccc2)c1-c1ccc(O)c(Cl)c1 | . | -5 | 8
CCOC(=O)C1(C)CCCCN1C(=O)c1cccnc1 (centres undefined) | . | -3 | -5
O=C(CCc1ccccc1)N1CCCC(N2CCN(c3cccc(C(F)(F)F)c3)CC2)C1 (centres undefined) | -6 | -6 | 14
Cc1ccc2nc(NC(=O)CSc3nc(=O)n(CCN(C)C)c4c3CCC4)sc2c1 | -10 | 3 | -1

# (listing goes on)
SMILES | mcGAS lum | hcGAS lum | NPYLR7 agonist
O=C(Nc1cccc(N2CCC(N3CCC4(C=Cc5ccccc54)CC3)CC2)c1)c1ccncc1 | -12 | -7 | 28
O=C1CC(C(=O)N2CCCC2c2ccc3c(c2)OCO3)CN1Cc1ccc(Cl)cc1 (centres undefined) | . | -6 | 6
O=C(NC(c1ccc(-c2ccccc2)cc1)c1cnccn1)C1CCN(CCOc2ccccc2)CC1 (centres undefined) | -1 | -3 | 0
O=C(NC1CC1)c1cccnc1Sc1ccc(Cl)cc1 | -7 | 0 | 0
CCCCN1COc2c(c3c(C(=O)OCC)c(C)oc3c3ccccc23)C1 | . | -4 | -2
Cc1ccc(CNC(=O)C2CC2(c2ccccc2)c2ccccc2)o1 (centres undefined) | -5 | -5 | 4
Cc1ccccc1SC1CCN(Cc2nc(-c3ccccc3)no2)CC1 | . | -7 | 13
COc1ccc(OC)c2c1CN(c1cc(C)nc3ccccc13)CC2O (centres undefined) | . | -7 | 4

# Following part:
SMILES | mcGAS lum | hcGAS lum | NPYLR7 agonist
CS(=O)(=O)N1CCC(C(=O)N(Cc2cccnc2)c2nc3c(F)cccc3s2)CC1 | . | -1 | -1
CC(C)(C)c1ccc2c(c1)CC(CNC(=O)c1ccccc1Br)O2 (centres undefined) | . | 1 | -14
O=C(c1ccc(-n2cnnc2)cc1)N1CCCC(OCc2ccccn2)C1 (centres undefined) | . | -5 | -3
Cc1cc(C)nc(NN=C2CC(=[N+]3CCCCC3)CC(C)(C)C2)n1 | . | -4 | 7
CC1CCc2c(F)cccc2C1NC(=O)NCc1ccon1 (centres undefined) | . | 6&-7 | -25&3
O=C1c2ccc(-c3nc4ccccc4c(=O)o3)cc2C(=O)N1Cc1ccc(Cl)cc1 | -5 | -4 | 9
CCc1nn(-c2ccccc2)c(Oc2ccccc2OC)c1CN(CC1CC1)CC(O)c1ccccc1 (centres undefined) | -3 | -3 | 3
Cc1ccsc1CN(Cc1ccc2c(c1)OCO2)C(=O)CN(C(C)C)S(=O)(=O)c1ccc(Cl)cc1 | -5 | -3 | -7

# Entries shown so far containing bromine (two):
SMILES | mcGAS lum | hcGAS lum | NPYLR7 agonist
Cc1noc(Cl)c1CC(=O)NCc1ccc(Br)cc1 | . | -4 | 1
CC(C)(C)c1ccc2c(c1)CC(CNC(=O)c1ccccc1Br)O2 (centres undefined) | . | 1 | -14

# Next results:
SMILES | mcGAS lum | hcGAS lum | NPYLR7 agonist
CCn1cc(CN2CCC(CNC(=O)NC3CCCC3)C2)c(C)n1 (centres undefined) | . | -2 | -4
O=C(Nc1cccc(C(F)(F)F)c1)c1cnn2c(C(F)(F)F)cc(-c3ccc(Br)cc3)nc12 | -7 | -7 | 6
C#CCNc1cc(CS(C)(=O)=O)ccc1Cl | -17 | -7 | 4
CCOc1ncccc1C(=O)NC1CCc2[nH]c3c(C)cc(Cl)cc3c2C1 (centres undefined) | -3 | 0 | -2
CCN(CC)CCN(C(=O)C1CCCCC1)c1nc2cc3c(cc2s1)OCO3 | -7 | -3 | -4
Cc1nc(Cc2noc(CC3CC4CCC3C4)n2)no1 (centres undefined) | . | -9 | 5
COc1ccccc1-c1cc(CNC(=O)c2cc(C)nc(C)n2)on1 | -10 | -9 | 3
O=C(Nc1ccn[nH]1)c1cccc(S(=O)(=O)N2CCCc3ccccc32)c1 | . | -2 | -3

# The list goes on.
SMILES | mcGAS lum | hcGAS lum | NPYLR7 agonist
Cc1ccc(N=Cc2c(Nc3ccccc3)nc3c(C)cccn3c2=O)cc1 | -9 | -4 | 1
CC(=O)N1CCN(C(=O)c2nn(-c3cccc(F)c3)c(=O)n(Cc3cccc(C)c3)c2=O)CC1 | -4 | -3 | 9
Cc1c(C(=O)NCc2cccs2)cnc2c(-c3c(F)cccc3Cl)cnn12 | -3 | 1 | 8
COc1cccc(Cl)c1-c1cnc(-n2cnnc2)cc1C | -18 | -3 | -1
CC1(C)O[C@@H]2C[C@@](OCc3ccc(C#N)cc3)(C(=O)NCC3CC3)CC(OCc3c(F)cccc3F)[C@@H]2O1 (some centres undefined) | -6 | -11 | 9
COCCn1cc(C(=O)N2CCCC(C)C2)c2nn(-c3ccccc3)c(=O)c-2c1 (centres undefined) | -5 | -5 | 7
O=C(O)c1coc(CN(CCc2c[nH]c3ccccc23)Cc2cccc(Oc3ccccc3)c2)n1 | -2 | -6 | 10
CCCNc1cc(=O)n(-c2ccccc2C)nc1C(=O)OCC | . | 4 | 9

# New compounds follow:
SMILES | mcGAS lum | hcGAS lum | NPYLR7 agonist
CC(C)Oc1cccc(Nc2nccc3c2cc(-c2cnn(C)c2)n3C)c1 | -6 | -4 | 7
O=c1c2ccc(-c3n[nH]c(=S)n3Cc3ccccc3)cc2nc2n1CCCCC2 | . | -1 | 4
Cc1nc2c(oc3ccc(Br)cc32)c(=O)o1 | . | 1 | 1
Cc1cc(C)c2c(n1)sc1c(N3CCN(c4ccccc4)CC3)ncnc12 | . | -5 | 3
CN1CCC(Cc2noc(CCN3CCCCO3)n2)CC1 | . | -2 | 1
O=C(CCl)Nc1c(-c2ccc(C(F)(F)F)cc2)nc2ccccn12 | 18 | 0 | -6
COc1ccccc1N1CCN(C(=O)CC(c2ccc(C)cc2)c2c[nH]c3ccccc23)CC1 (centres undefined) | -10 | -13 | .
O=S(=O)(Nc1cccc(F)c1)c1cccc2nsnc12 | . | -6 | -3

# Following part
SMILES | mcGAS lum | hcGAS lum | NPYLR7 agonist
CCOC(=O)c1cc(-c2ccc(N3CCN(C(=O)c4c(F)cc(OC)cc4F)CC3)cc2)n(-c2ccccc2Cl)n1 | 1 | 5 | -11
Cc1ccc(COC(=O)CN(c2ccccc2C)S(C)(=O)=O)cc1 | . | -8 | 10
CCOC(=O)C1=C(C)NC(C)=C(C(=O)OCC)C1c1cccnc1 | -1 | 9 | -7
Nc1cc(-c2cccc(C(F)(F)F)c2)nn1-c1ccc(C(=O)N2CCC(O)(Cc3ccccc3)CC2)cc1 | -4 | -4 | -11
CCCc1nc(N2CCN(C(=O)c3ccc([N+](=O)[O-])cc3Cl)CC2)c2c(C)nn(-c3ccc(F)cc3)c2n1 | -6 | -6 | 6
COc1cc(NCc2cccnc2-n2ccnc2)ncn1 | . | -6 | 4
COc1ccc(Oc2cc(N3CCN(C(=O)c4cccs4)C(C)C3)ncn2)cc1 (centres undefined) | -6 | -3 | -9
NCc1ccc(OCCOc2ccc(Cl)cc2)cc1 | . | 9 | -6

# Later entries:
SMILES | mcGAS lum | hcGAS lum | NPYLR7 agonist
CN(CC(=O)OC1CCCc2ccccc21)S(C)(=O)=O (centres undefined) | . | -3 | -2
NC1=NC2(CCCC2)N=C(Nc2ccc(Cl)cc2)N1 | -1 | -3 | 10
CCc1nnc(NC(=O)CCc2c(C)nc3nc(SC)nn3c2C)s1 | . | 5 | 0
Cc1nc(CC(=O)OC(C)C(=O)Nc2ccc(C(F)(F)F)cc2)cs1 (centres undefined) | . | -1 | 14
CCCCC(=O)N(C)c1c(C)nc2ccc(C(=O)Nc3ccc4c(c3)OCC(=O)N4)cn12 | 1 | -1 | -10
CN=c1scc(-c2ccccc2Cl)n1/N=C\c1cccc(OC)c1O | . | -11 | 1
COc1ccc(CC2CCN(S(=O)(=O)c3ccc(C(C)=O)cc3)CC2)cc1 | -5 | -5 | 4
CCCCCCCCN=C(NC(=O)c1ccc(C)cc1)OCCOC | -5 | -9 | -1

# 24 of these compounds in a different format:
# Every second line gives: mcGAS lum, hcGAS lum, NPYLR7 agonist
> COCCn1cc(C(=O)N2CCCC(C)C2)c2nn(-c3ccccc3)c(=O)c-2c1 (centres undefined)
 : -5, -5, 7
> O=C(O)c1coc(CN(CCc2c[nH]c3ccccc23)Cc2cccc(Oc3ccccc3)c2)n1
 : -2, -6, 10
> CCCNc1cc(=O)n(-c2ccccc2C)nc1C(=O)OCC
 : ., 4, 9
> CC(C)Oc1cccc(Nc2nccc3c2cc(-c2cnn(C)c2)n3C)c1
 : -6, -4, 7
> O=c1c2ccc(-c3n[nH]c(=S)n3Cc3ccccc3)cc2nc2n1CCCCC2
 : ., -1, 4
> Cc1nc2c(oc3ccc(Br)cc32)c(=O)o1
 : ., 1, 1
> Cc1cc(C)c2c(n1)sc1c(N3CCN(c4ccccc4)CC3)ncnc12
 : ., -5, 3
> CN1CCC(Cc2noc(CCN3CCCCO3)n2)CC1
 : ., -2, 1
> O=C(CCl)Nc1c(-c2ccc(C(F)(F)F)cc2)nc2ccccn12
 : 18, 0, -6
> COc1ccccc1N1CCN(C(=O)CC(c2ccc(C)cc2)c2c[nH]c3ccccc23)CC1 (centres undefined)
 : -10, -13, .
> O=S(=O)(Nc1cccc(F)c1)c1cccc2nsnc12
 : ., -6, -3
> CCOC(=O)c1cc(-c2ccc(N3CCN(C(=O)c4c(F)cc(OC)cc4F)CC3)cc2)n(-c2ccccc2Cl)n1
 : 1, 5, -11
> Cc1ccc(COC(=O)CN(c2ccccc2C)S(C)(=O)=O)cc1
 : ., -8, 10
> CCOC(=O)C1=C(C)NC(C)=C(C(=O)OCC)C1c1cccnc1
 : -1, 9, -7
> Nc1cc(-c2cccc(C(F)(F)F)c2)nn1-c1ccc(C(=O)N2CCC(O)(Cc3ccccc3)CC2)cc1
 : -4, -4, -11
> CCCc1nc(N2CCN(C(=O)c3ccc([N+](=O)[O-])cc3Cl)CC2)c2c(C)nn(-c3ccc(F)cc3)c2n1
 : -6, -6, 6
> COc1cc(NCc2cccnc2-n2ccnc2)ncn1
 : ., -6, 4
> COc1ccc(Oc2cc(N3CCN(C(=O)c4cccs4)C(C)C3)ncn2)cc1 (centres undefined)
 : -6, -3, -9
> NCc1ccc(OCCOc2ccc(Cl)cc2)cc1
 : ., 9, -6
> CN(CC(=O)OC1CCCc2ccccc21)S(C)(=O)=O (centres undefined)
 : ., -3, -2
> NC1=NC2(CCCC2)N=C(Nc2ccc(Cl)cc2)N1
 : -1, -3, 10
> CCc1nnc(NC(=O)CCc2c(C)nc3nc(SC)nn3c2C)s1
 : ., 5, 0
> Cc1nc(CC(=O)OC(C)C(=O)Nc2ccc(C(F)(F)F)cc2)cs1 (centres undefined)
 : ., -1, 14
> CCCCC(=O)N(C)c1c(C)nc2ccc(C(=O)Nc3ccc4c(c3)OCC(=O)N4)cn12
 : 1, -1, -10

# Next compounds follow.
SMILES | mcGAS lum | hcGAS lum | NPYLR7 agonist
CCCCN(CC(=O)N(Cc1ccccc1)Cc1cccn1Cc1ccc(F)cc1)C(=O)c1ccc(C(C)(C)C)cc1 | -6 | -4 | 3
C=C1CC[C@H](O)C/C1=C/C=C1\CCC[C@]2(C)[C@@H]([C@H](C)/C=C/[C@H](C)C(C)C)CC[C@@H]12 | . | -2 | -5
N#Cc1c(N)sc2c1CCN(c1nc(CN3CCOCC3)nc3scc(-c4cccs4)c13)C2 | . | -1 | 6
COc1cccc(CN2CCC2(C)C(=O)Nc2ccc(C)cc2)c1OC (centres undefined) | . | -8 | -1
CCc1n[nH]c(=S)n1NCc1ccc(-c2ccc(OC)c(Cl)c2)o1 | . | 8 | 5
O=S(=O)(Oc1ccc(F)c(Cl)c1)c1ccccc1 | . | -1 | 11
COCC1CCN(c2ccc(C(=O)N3CCC(CCn4cccn4)CC3)cn2)C1 (centres undefined) | . | -7 | 2
O=C(CCc1nc2ccccc2s1)OC1CCCCC1=O (centres undefined) | . | -7 | 1

# (cont.)
SMILES | mcGAS lum | hcGAS lum | NPYLR7 agonist
CN1CCN(c2nc(N3CCc4ccccc43)ncc2F)CC1 | . | 5 | -5
O=c1nc(SCc2ccncc2)c2c([nH]1)CCC2 | -8 | -6 | 1
CCN(CC)CCN(C)C1C2CC3CC(C2)CC1C3 (centres undefined) | . | -3 | -9
COCCN(CCc1csc2nc(-c3ccc4ccccc4c3)cn12)C(=O)Nc1ccccc1C | . | -3 | 26
CN(C)C(=O)c1nn(Cc2ccccc2)c2c1CN(C(=O)c1ccc(F)c(F)c1)CC2 | -5 | -7 | 15
OCCNc1nc(Nc2ccccc2)c2nccnc2n1 | . | 0 | 1
Cc1ccc(Cn2c(=O)c(C(=O)NCc3cccnc3)nn(-c3ccc(C)c(F)c3)c2=O)cc1 | 0 | 1 | -3
CCCNC(=O)N[C@H]1C[C@@](O)(C(=O)N[C@H](C)C(N)=O)C[C@@H](O)[C@@H]1O | -1 | -1 | -7
O=C(NCC1CCCN(C(=O)CCCN2CCCC2=O)C1)c1ccc(F)cc1 (centres undefined) | . | -8&-8 | 11&13
O=C1C2C3C=CC(C2C(=O)N1c1cccnc1)C1C(=O)N(c2cccnc2)C(=O)C31 (centres undefined) | -5 | -11 | 2
Clc1cccc(C2c3cccn3CCCN2Cc2ccco2)c1 (centres undefined) | -3 | -3 | 1

# Compounds were not picked by outcome. About 0.27% of those tested had a hit in this group.
